TMEM16A act: mouse TMEM16A channel activation, primary screen; Q8BHY3; HEK293 TMEM16A/YFP-H148Q/I152L, iodide quench fluorescence; stronger effect = lower value; B-score at 10 µM; 0.3% of 340,000 active;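 active means fluorescence-ratio B-score plate-corrected deviation score at least 3 library SD below zero, with starting fluorescence score within 5 deviations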;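 further: channel opened by trigger with iodide after compound preincubation; score built on the fluorescence ratio of max minus min over baseline; more negative score means more quench and so TMEM16A activation or potentiation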
SKKanGAS inh: SKKanGAS growth inhibition; S. pyogenes SKKanGAS, kanamycin growth, BacTiter-Glo, 6 h; inhibition, % at 7.5 µM; 1.3% of 300,000 active; AID 1662;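 active means mean replicate score, as percent of positive control median, at least 50; inconclusive means mean below 50 but one replicate at or above 50; inactive means mean and every replicate below 50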;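 further: strain carries kanamycin resistance gene driven by streptokinase promoter and grows in 40 µg/ml kanamycin; loss of luminescence reflects streptokinase promoter inhibition or plain growth inhibition; 0% = median of DMSO wells and 100% = positive control at its reference dose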
HDAC3 inhib: blocks human histone deacetylase 3. AID 2718. recombinant HDAC3, fluorogenic peptide/trypsin coupled, fluorescence. 0.15% of 320,000 active. inhibition, % at 8.3 µM. O15379; in the data active means inhibition above about 26%, passing the limit was not always enough; inconclusive means no clear call, values can overlap the other calls
Target sequence (O15379 whole entry, looked up): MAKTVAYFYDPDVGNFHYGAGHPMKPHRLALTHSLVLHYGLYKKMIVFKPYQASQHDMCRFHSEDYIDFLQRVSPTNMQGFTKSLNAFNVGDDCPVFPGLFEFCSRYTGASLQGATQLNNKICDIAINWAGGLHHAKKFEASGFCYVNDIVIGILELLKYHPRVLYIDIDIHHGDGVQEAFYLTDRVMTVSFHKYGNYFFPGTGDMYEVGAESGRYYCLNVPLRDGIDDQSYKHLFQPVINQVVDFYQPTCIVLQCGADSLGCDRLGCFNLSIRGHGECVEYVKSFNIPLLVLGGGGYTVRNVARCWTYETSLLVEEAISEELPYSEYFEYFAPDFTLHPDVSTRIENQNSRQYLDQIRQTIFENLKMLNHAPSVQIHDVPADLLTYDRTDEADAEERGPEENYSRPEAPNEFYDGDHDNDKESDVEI
RGS4 inh: inhibitors of human RGS4; P49798; HEK293 M3R/RGS4 inducible, Fluo-4 calcium flux; stronger effect = higher value; triggered by carbachol at its EC20; B-score at 10 µM; 0.45% of 310,000 active; AID 463165;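 active means B-score, a plate-corrected calcium signal, over three deviations above library mean, with baseline fluorescence within five deviations of library mean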;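 further: RGS4 expression induced by doxycycline in cells with stable M3 receptor; B-score is computed from the integrated fluorescence ratio over baseline after carbachol; higher B-score means a larger calcium signal and so more RGS4 inhibition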
Target sequence (P49798 whole entry, looked up): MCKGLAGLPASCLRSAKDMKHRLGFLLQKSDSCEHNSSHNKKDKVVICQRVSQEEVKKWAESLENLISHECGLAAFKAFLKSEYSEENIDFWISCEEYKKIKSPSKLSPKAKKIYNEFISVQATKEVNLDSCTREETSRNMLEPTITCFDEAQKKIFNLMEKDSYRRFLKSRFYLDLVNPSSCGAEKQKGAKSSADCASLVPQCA
MrgX1 allo act: human MrgX1 positive allosteric modulation, primary screen; MrgX1-HEK293, Fluo-4 calcium flux, FDSS; stronger effect = higher value; Q96LB2; 0.63% of 310,000 active; B-score at 10 µM;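 active means plate-corrected calcium response at least 3 library SD above typical, normal starting fluorescence, not activating the receptor alone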;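 further: compound read alongside a low EC10 to EC30 dose of BAM8-22 agonist; peak minus trough fluorescence over baseline measured at the second addition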
Target sequence (Q96LB2 whole entry, looked up): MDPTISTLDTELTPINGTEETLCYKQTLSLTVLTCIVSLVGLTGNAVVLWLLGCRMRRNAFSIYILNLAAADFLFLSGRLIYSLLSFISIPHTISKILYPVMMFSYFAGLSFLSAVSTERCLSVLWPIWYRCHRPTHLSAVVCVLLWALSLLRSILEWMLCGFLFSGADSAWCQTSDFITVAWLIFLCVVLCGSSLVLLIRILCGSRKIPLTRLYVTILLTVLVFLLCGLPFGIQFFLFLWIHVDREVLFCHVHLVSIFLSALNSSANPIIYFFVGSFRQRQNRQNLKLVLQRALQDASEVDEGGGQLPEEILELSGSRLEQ
MrgX1 antag: blocks BAM8-22 activation of human MrgX1 receptor | 1.3% of 310,000 active | Q96LB2 | MRGX1-HEK293 calcium flux, Fluo-4, BAM8-22 antagonism; stronger effect = lower value | B-score at 10 µM;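 active means calcium-response B-score plate-corrected more than 3 library SD below zero, starting fluorescence within 5 deviations, no agonist response on first addition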;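 further: peak minus trough fluorescence over baseline after final BAM8-22 challenge near maximal dose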
RGS4 pot: potentiators or activators of RGS4 | 0.92% of 310,000 active | B-score at 10 µM | HEK293 M3R/inducible RGS4, carbachol calcium flux Fluo4; stronger effect = lower value;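 active means B-score of the integrated calcium signal more than 4 SD below the library mean, with starting fluorescence not abnormally high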;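 further: negative B-score means reduced calcium response which marks RGS4 activation or potentiation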
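Detection: kinetic calcium fluorescence imaging with Fluo4-AM dye, 2 µM / Material: HEK293 cells with stable M3R and inducible RGS4 / Schedule: recording 10 s baseline at 1 Hz, 100 s post-agonist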
TRPC6 inhibitor: inhibitors of mouse TRPC6 channel; B-score at 10 µM; Q61143; 1.1% of 310,000 active; HEK293-TRPC6, membrane potential dye, ACh-evoked depolarization; stronger effect = lower value;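 active means B-score under library mean minus 3 SD, initial fluorescence not abnormally high, positive integrated signal ratio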;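 further: B-score derived from integrated fluorescence ratio over the kinetic read; more negative B-score means stronger inhibition of depolarization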
TMEM16A inh: inhibitors of mouse TMEM16A calcium-activated chloride channel; normalized B-score (activity score, 25-100; higher = stronger inhibition) at 10 µM; HEK293 TMEM16A/YFP iodide influx fluorescence, ionomycin; Q8BHY3; 1.2% of 310,000 active;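 active means ratio plate-corrected score three or more library SD toward inhibition, starting fluorescence score within five deviations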;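 further: score derived from kinetic fluorescence span divided by baseline fluorescence per well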
TRPC6 act: activators of mouse TRPC6 channel | AID 2550 | Q61143 | B-score at 10 µM | 0.13% of 310,000 active | HEK293-TRPC6 membrane potential dye fluorescence; stronger effect = higher value;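 active means B-score of the integrated fluorescence ratio above library mean plus 3 SD, and starting fluorescence ratio within library mean plus 5 SD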;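 further: higher score means more depolarization so channel activation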
MrgX1 agonist: human MrgX1 receptor agonism, primary screen; MrgX1-HEK293 cells, Fluo-4 calcium fluorescence, agonist mode; stronger effect = higher value; 0.44% of 310,000 active; B-score at 10 µM; Q96LB2; AID 588627;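 active means calcium response B-score plate-corrected fluorescence ratio at least 3 library SD, with starting fluorescence B-score inside 5 SD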
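System: HEK293 cells stably expressing human MrgX1 receptor; Dosing: test compound in the initial addition of three; Schedule: overnight plating, then 30 min 37 °C plus 30 min room-temperature dye loading; Detection: kinetic calcium dye fluorescence, Fluo-4 NW; Controls: per-plate positive and negative controls for Z′ factor.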
The depositor's hits bear a star; i = inactive; ? = inconclusive; nt = no result given. Hits appear at their usual frequency; any-hit rate near 6.7%.

Molecule	MrgX1 agonist	TMEM16A inh	SKKanGAS inh	MrgX1 antag	TMEM16A act	MrgX1 allo act	TRPC6 act	RGS4 inh	TRPC6 inhibitor	RGS4 pot	HDAC3 inhib
FC(F)(F)c1nnc2ccc(N3CCCCC3)nn12	i	i	2	i	i	i	i	i	i	i	-14
COc1ccc(NC(=O)c2oc3ccccc3c2C)cn1	i	i	-5	i	i	i	i	i	i	i	7
COc1ccc(C2CC(=O)c3cc(OC)c(OC)cc32)cc1OC (centres undefined)	i	i	2	i	i	i	i	i	i	i	2
COC(=O)c1ccc(CSc2ncn[nH]2)o1	i	i	3	i	i	i	i	i	i	i	-9
O=C(NCc1ccco1)NC12CC3CC(CC(C3)C1)C2	i	i	2	i	i	i	i	i	i	i	-3
CCOCCCNC(=O)c1cn(C)c2ccc(S(=O)(=O)N3CCCCC3)cc2c1=O	i	i	1	i	i	i	i	i	i	i	-2
COc1ccccc1N1C(=O)C2C(C(=O)c3ccccc3)=NN(c3ccccc3OC)C2C1=O (centres undefined)	i	i	15	i	i	i	i	i	i	i	7
O=C(COc1ccccc1F)Nc1ccc(S(=O)(=O)Nc2nccs2)cc1	i	i	7	i	i	i	i	i	i	i	-6
CCCc1nc2ccccc2c(=O)n1NC(=O)c1c(O)c2cccc3c2n(c1=O)CCC3	i	i	73*	-5.7*	i	i	i	i	i	i	-8
CN1CCN(S(=O)(=O)c2ccc(NC(=O)c3ccc(Br)o3)cc2)CC1	i	i	-2	i	i	i	i	i	i	i	-5
C#CCOc1c(Cl)cc(/C=N/O)cc1OC	i	i	7	i	i	i	i	i	i	i	1
CC(C)(C)OC(=O)C(C(=O)OC(C)(C)C)c1ccc(Cl)nn1	i	i	2	i	i	i	i	i	i	i	-5
Fc1ccc(-n2nnc(-c3cccnc3Cl)n2)cc1	i	i	-3	i	i	i	i	i	i	i	-4
COCC(=O)Nc1cccc2ccccc12	i	i	0	i	i	i	i	i	i	i	nt
Cc1ccc(S(=O)(=O)NC(C)(C)CN2CCCCC2)cc1	i	i	3	i	i	i	i	i	i	i	5
CCC(C)NC(=O)CSc1n[nH]c(=O)n1CCc1ccccc1 (centres undefined)	i	i	-7	i	i	i	i	i	i	i	-6
O=C(CN1C(=O)c2cccc3cccc1c23)Nc1ccc(S(=O)(=O)Nc2nccs2)cc1	i	i	8	i	i	i	i	i	i	i	1
CCC(C)(C)C(=O)Nc1cc([N+](=O)[O-])ccc1Cl	i	i	-12	i	i	i	i	i	i	i	-6
Cn1c(=O)c2c(nc(NCc3ccc4c(c3)OCO4)n2Cc2ccccc2)n(C)c1=O	i	i	-4	i	i	i	i	i	i	i	0
CCOc1ccc(N2C(=O)Nc3ccccc3C2(O)C(=O)NCc2ccc(F)cc2)cc1 (centres undefined)	i	i	-2	i	i	i	i	i	i	i	-1
COc1ccc(S(=O)(=O)NC(CC(=O)O)c2ccco2)cc1 (centres undefined)	i	i	0	i	i	i	i	i	i	i	0
COc1ccc(OCC(=O)Nc2ccccc2C(=O)NC(C)C)cc1	i	i	-1	i	i	i	i	i	i	i	-3
O=C(CSc1nnnn1C1CCCC1)Nc1ccccc1F	i	i	-2	i	i	i	i	i	i	i	-4
CCc1cccc(NC(=O)CCc2nc3sc4c(c3c(=O)[nH]2)CCCC4)c1	i	i	17	i	i	i	i	i	i	i	0
CCC1CCCCN1CCCNC(=O)c1ccc2nc(N3CCCCC3)sc2c1 (centres undefined)	i	i	-2	i	i	i	i	i	i	i	6
O=S(=O)(Cc1cc(-c2ccc(Cl)cc2)no1)c1ccccc1	i	i	-1	i	i	i	i	i	i	i	-2
O=C(CC1C(=O)NCCN1C(=S)Nc1ccccc1)Nc1ccc2c(c1)OCCO2 (centres undefined)	i	i	3	i	i	i	i	i	i	i	2
O=C(c1ccc(F)cc1)C1CCN(C(=O)Nc2ccc(F)cc2F)CC1	i	i	10	i	i	i	i	i	i	i	?
Cc1ccc(NC(=O)NCC2CCN(Cc3cccc(Cl)c3)CC2)c(Cl)c1	i	i	9	i	i	i	i	i	i	i	-1
COc1ccc(CNC(=S)Nc2cc(C)ccc2C)cc1	i	i	4	i	i	i	i	i	i	i	-4
Cc1ccc2cccc(OCCCOc3ccccc3CO)c2n1	i	i	6	i	i	i	i	i	i	i	-2
Cc1cnc(C(=O)OCC(=O)NC(=O)c2ccccc2)cn1	i	i	-13	i	i	i	i	i	i	i	-4
CC(C)(C)c1nnc2sc(SCC(=O)c3ccc(Cl)cc3)nn2c1=O	i	i	5	i	i	i	i	i	i	i	12
CCCc1ccc2oc(C(=O)N3CCC[C@H]3CO)c(C)c2c1	i	i	3	i	i	i	i	i	i	i	3
O=C(COC(=O)c1ncc(Cl)c(Cl)c1Cl)NCc1cccs1	i	i	-3	i	i	i	i	i	i	i	-7
CC(C)OP(=O)(c1ccc(N(C)C)cc1)C(O)c1cccnc1 (centres undefined)	i	i	0	i	i	i	i	i	i	i	2
CCOC(=O)c1cncc(NC(=O)c2ccccc2)c1	i	i	-2	i	i	i	i	i	i	i	1
COC(=O)/C=C1\SC(=Nc2ccccc2)NC1=O	i	i	-3	i	i	i	i	i	i	i	6
CC12CCC(=O)N1C(C(=O)NNC(=O)c1cccc(Cl)c1)CS2 (centres undefined)	i	i	4	i	i	i	i	i	i	i	6
CCN1C(=O)C2(C(C#N)=C(N)Oc3n[nH]c(-c4ccccc4)c32)c2ccccc21 (centres undefined)	i	i	-6	i	i	i	i	i	i	i	0
COc1cccc(CN2CCCN(S(=O)(=O)c3ccc(Br)cc3)CC2)c1	i	i	-4	i	i	i	i	i	i	i	-1
COC(=O)c1c(NC(=O)Cc2cccs2)sc2c1CCCC2	i	i	69*	i	i	i	i	i	i	i	5
Cc1noc(C)c1S(=O)(=O)NCCCN1CCN(Cc2ccccc2)CC1	i	i	-2	i	nt	i	i	i	i	i	-1
O=C(/C=C/c1c(F)cccc1Cl)c1ccc(O)cc1	i	i	18	i	i	i	i	i	i	i	nt
O=C(NC(=S)N(Cc1ccccc1)c1ccccn1)C1CC1	i	i	1	i	i	i	i	i	i	i	5
Cc1nn(-c2ccccc2)c(C)c1/C=N/Nc1nc2ccccc2[nH]1	i	i	60*	i	i	i	i	i	i	i	0
N#Cc1ccc(-c2ccco2)nc1SCc1ccccc1	i	i	14	i	i	i	i	i	i	i	-7
Cc1sc(NC(=O)CN(Cc2ccccc2)C(=O)C(C)C)c(C(N)=O)c1C	i	i	-12	i	i	i	i	i	i	i	2
CSc1nc(-c2ccccc2)nn1S(=O)(=O)c1ccc(Cl)cc1	i	i	-12	i	i	i	i	i	i	i	5
C[C@H](NC(=O)c1nc[nH]c1C(=O)N1CCN(C(=O)OC(C)(C)C)CC1)C(=O)OCc1ccccc1	i	i	-2	i	i	i	i	i	i	i	-2
CC(C)(C)OC(=O)N1CCC(C(=O)N2CCCCCC2)CC1	i	i	-11	i	i	i	i	i	i	i	2
CCCNc1c(NC(=O)C2CCC(C)CC2)c(=O)oc2ccccc12 (centres undefined)	i	i	-2	i	i	i	i	i	i	i	0
O=C(Cc1cccs1)NC1CCCC1	i	i	-4	i	i	i	i	i	i	i	1
CC(C)[C@H](NC(=O)OC(C)(C)C)c1nnc(S(=O)(=O)Cc2c(F)cccc2Cl)o1	i	i	-7	i	i	i	i	i	i	i	8
O=C(COc1ccc2c(c1)OCO2)Nc1cccc(F)c1	i	i	1	i	i	i	i	i	i	i	4
COc1cccc(C(=O)Cn2c(=N)n(C)c3ccccc32)c1	i	i	0	i	i	i	i	i	i	i	4
C#CCSc1nnc(-c2sc3ccccc3c2Cl)o1	i	i	nt	i	i	i	i	i	i	i	1
CCOC(=O)C1CCN(S(=O)(=O)c2c[nH]c(=O)[nH]c2=O)CC1	i	i	-3	i	i	i	i	i	i	i	12
CC(c1ccccc1)n1cc(C(=O)NCc2ccccn2)nn1 (centres undefined)	i	i	3	i	i	i	i	i	i	i	-2
Cc1cc(C)n(C)c(=O)c1C#N	i	i	-1	i	i	i	i	i	i	i	0

Further records
Molecule	MrgX1 agonist	TMEM16A inh	SKKanGAS inh	MrgX1 antag	TMEM16A act	MrgX1 allo act	TRPC6 act	RGS4 inh	TRPC6 inhibitor	RGS4 pot	HDAC3 inhib
CC(C)C(=O)N=c1sc2cc(F)cc(F)c2n1C	i	i	-3	i	i	i	i	i	i	i	0
CCOc1ccc(S(=O)(=O)N2CCC(C(=O)N3CCOCC3)CC2)cc1Cl	i	i	1	i	i	i	i	i	i	i	0
O=C(CC1NC2CCCCC2NC1=O)Nc1cccc(C(F)(F)F)c1 (centres undefined)	i	i	-4	i	i	i	i	i	i	i	-2
Cc1ccc(C)c(N(CC(=O)NCc2ccco2)C(=O)CNS(=O)(=O)c2ccccc2)c1	i	i	-4	i	i	i	i	i	i	i	-2

MrgX1 antag, hit marks shown above
Molecule	MrgX1 agonist	MrgX1 antag	TMEM16A act	TRPC6 act	RGS4 inh	HDAC3 inhib
CCCc1nc2ccccc2c(=O)n1NC(=O)c1c(O)c2cccc3c2n(c1=O)CCC3	i	-5.7*	i	i	i	-8

Ordered by molecular weight (smallest number first): part of the list above.
Molecule	MrgX1 agonist	TMEM16A inh	SKKanGAS inh	MrgX1 antag	TMEM16A act	MrgX1 allo act	TRPC6 act	RGS4 inh	TRPC6 inhibitor	RGS4 pot	HDAC3 inhib
O=C(Cc1cccs1)NC1CCCC1	i	i	-4	i	i	i	i	i	i	i	1
COc1ccc(OCC(=O)Nc2ccccc2C(=O)NC(C)C)cc1	i	i	-1	i	i	i	i	i	i	i	-3
Cc1ccc(NC(=O)NCC2CCN(Cc3cccc(Cl)c3)CC2)c(Cl)c1	i	i	9	i	i	i	i	i	i	i	-1
